SUMO1 PPI mod = modulators of human SUMO1-mediated protein-protein interactions; P63165; AID 602429; 360,000 tested, 0.33% active; SUMO1 binding to a labelled peptide, TR-FRET, 1 h; inhibition, % at 20 µM; in the data active = inhibition above about 37%
Target sequence (P63165 whole entry, looked up): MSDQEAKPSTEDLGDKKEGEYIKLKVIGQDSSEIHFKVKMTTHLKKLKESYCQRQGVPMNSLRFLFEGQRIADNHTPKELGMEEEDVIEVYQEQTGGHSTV
Scp1 inh = inhibitors of human Scp-1 phosphatase; Q9GZU7; Recombinant Scp1, phosphopeptide, malachite green phosphate absorbance; inhibition, % at 20 µM; 340,000 tested, 0.88% active; AID 493091;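 active = inhibition above about 50% at 20 µM, limit read from the data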;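 also: plate controls were DMSO wells with enzyme for no effect and wells lacking enzyme for full effect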
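assay system = SCP-1 phosphatase catalytic domain, residues 76-261 | buffer or medium = 50 mM Tris acetate pH 5.5, 0.005% Tween-20, 10 mM MgCl2 | incubation = enzyme reaction 45 min at room temperature, colour 5 min, stabilisation 30 min | signal = Phosphate-binding colour reagent, absorbance read at 630 nm | measure = % inhibition at 20 µM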
Rpn11 block = Rpn11 (human) deubiquitinase inhibition | O00487 | human 26S proteasome, Ub4-pepOG fluorescence polarization; 20S core pre-blocked with epoxomicin | calls only at 20 µM | 360,000 tested, 0.59% active | AID 588493;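 active = inhibition at 20 µM, scaled to each plate's controls, above about 33%, limit read from the data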
Target sequence (O00487 whole entry, looked up): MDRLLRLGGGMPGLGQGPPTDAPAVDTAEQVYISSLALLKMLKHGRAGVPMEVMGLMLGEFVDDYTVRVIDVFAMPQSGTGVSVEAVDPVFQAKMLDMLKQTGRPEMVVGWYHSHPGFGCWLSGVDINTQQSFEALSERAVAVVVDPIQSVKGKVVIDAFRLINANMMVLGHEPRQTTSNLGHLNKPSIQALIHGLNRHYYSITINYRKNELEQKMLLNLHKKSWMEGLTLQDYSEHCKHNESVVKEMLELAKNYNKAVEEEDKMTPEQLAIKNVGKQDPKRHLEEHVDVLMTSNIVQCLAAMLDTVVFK
TbMetRS inhib = blocks T. brucei methionyl-tRNA synthetase activity; purified T. brucei MetRS, ATP depletion, Kinase-Glo luminescence; inhibition, % at 11.9 µM; 360,000 tested, 0.4% active;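 active = inhibition above a per-plate cutoff of the control wells' mean inhibition plus 3 SD, cut at about 5.5% in these data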;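 also: 0% = DMSO wells median and 100% = median of wells with control inhibitor compound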
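Test system – parasite MetRS enzyme · Reagent – substrates ATP, L-methionine and bulk Escherichia coli tRNA · Doses – 11.9 µM compound single dose, 0.9% DMSO · Times – 15 min enzyme-compound preincubation, 2 h reaction, 10 min detection, 25 °C · Signal – Kinase-Glo luminescence, ATP depletion format · Controls – DMSO-only wells as low control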
NadD inh = inhibitors of Staphylococcus aureus NadD; purified NadD enzyme, colorimetric absorbance read-out; inhibition, % at 20 µM; 360,000 tested, 0.78% active; in the data active = inhibition above about 26%; also: some compounds past the cut are filed as inactive
STEP inh = blocks human striatal-enriched tyrosine phosphatase | AID 588621 | inhibition, % at 20 µM | recombinant STEP, OMFP fluorogenic substrate, fluorescence | P54829 | 360,000 tested, 0.25% active;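 active = inhibition at 20 µM, scaled per plate between control wells, above about 37%, limit read from the data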;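 also: 0% = DMSO with enzyme and substrate and 100% = substrate only without enzyme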
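Assay system: isolated STEP enzyme / Timing: 20 min at room temperature, dark / Doses: 20 µM, 1% DMSO / Technique: fluorescence intensity, excitation 480 nm, emission 540 nm / Reagent: fluorogenic phosphatase substrate OMFP at 25 µM final / Measure: percent inhibition scaled to no-enzyme and uninhibited-enzyme controls, plate-pattern corrected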
LMPTP block = LMPTP (human) inhibition; P24666; recombinant LMPTP-A, OMFP fluorogenic substrate, fluorescence intensity; inhibition, % at 20 µM; 360,000 tested, 0.22% active;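 active = compounds that cut the enzyme signal by at least half of the control window in the single-dose screen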;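 also: plate controls were DMSO wells with enzyme plus substrate for no effect and substrate without enzyme for full effect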
Target sequence (P24666 whole entry, looked up): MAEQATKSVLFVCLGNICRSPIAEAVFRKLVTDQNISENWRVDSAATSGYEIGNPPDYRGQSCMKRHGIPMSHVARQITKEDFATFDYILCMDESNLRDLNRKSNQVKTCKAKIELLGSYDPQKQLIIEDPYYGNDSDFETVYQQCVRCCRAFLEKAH
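Test system: LMPTP-A, protein tyrosine phosphatase of low molecular weight; Input: 0.625 nM enzyme; Incubation: 50 min dark incubation at room temperature; Signal: endpoint fluorescence intensity from OMFP dephosphorylation; Read-out basis: % inhibition versus control wells.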
DNMT1 inh = blocks human DNA methyltransferase DNMT1; DNMT1 molecular beacon, Hinp1I cleavage, fluorescence; P26358; 360,000 tested, 0.83% active; AID 588458; inhibition (reported as % activation of signal), % at 10 µM; in the data active = inhibition above about 50%
MsrA inh = inhibitors of bovine MsrA | purified bovine MsrA, absorbance read-out | inhibition, % at 15.5 µM | 360,000 tested, 0.75% active | AID 651718; in the data active = inhibition above about 4.5%;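 also: 0% = vehicle wells with enzyme and 100% = reference inhibitor wells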
CSN inh = CSN deneddylation inhibition. inhibition, % at 12.5 µM. 360,000 tested, 0.38% active. Purified CSN, SCF-Nedd8-OG deneddylation, fluorescence polarization;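 active = pattern-corrected inhibition above about 35%, with an unprinted fluorescence ratio check between 0.5 and 1.5, limit read from the data, passing the limit was not always enough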;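 also: 0% = enzyme with substrate and 100% = substrate without enzyme; some results filed as inactive read as strong as hits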
Target sequence (Q92905 whole entry, looked up, one chain of several): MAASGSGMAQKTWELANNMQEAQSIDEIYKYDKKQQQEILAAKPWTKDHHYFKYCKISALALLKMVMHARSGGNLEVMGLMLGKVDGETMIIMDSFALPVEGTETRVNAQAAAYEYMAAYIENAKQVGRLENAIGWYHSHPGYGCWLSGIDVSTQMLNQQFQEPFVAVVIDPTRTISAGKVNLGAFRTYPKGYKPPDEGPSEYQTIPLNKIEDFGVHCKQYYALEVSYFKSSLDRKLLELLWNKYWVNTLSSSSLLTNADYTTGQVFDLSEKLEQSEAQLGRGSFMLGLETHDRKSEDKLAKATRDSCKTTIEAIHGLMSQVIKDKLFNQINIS
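Assay system: HEK293T-derived human Csn5 enzyme; quantity: 0.24 nM enzyme; medium: Tris/NaCl/DTT buffer, pH 7.5; also added: substrate SCFSkp2-Nedd8OG, 10 nM; doses: 12.5 µM compound; schedule: 90 min reaction at room temperature; signal: FP; read-out: % inhibition of substrate cleavage by Csn5; benchmarks: substrate-only high control, full reaction low control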
* marks the source's active call; other numbers are inactive results; i = inactive; · = not tested or not shown; + = active, no number.

SUMO1 PPI mod	Scp1 inh	Rpn11 block	TbMetRS inhib	NadD inh	STEP inh	LMPTP block	DNMT1 inh	MsrA inh	CSN inh	Structure
-3.6	-12.6	i	0.8	-4.8	1.1	-0.5	-2.9	5.0*	0.1	COCc1nnc(NC(=O)c2sc3ccccc3c2Cl)s1
-8.7	0.4	i	-0.7	0.2	-1.3	-0.7	1.9	-0.8	-0.4	Cc1csc(/C(=N\O)c2csc(C)n2)n1
4.5	-11.2	i	-0.6	-0.8	-2.1	-3.0	-0.4	0.8	-6.0	CC(C)Cc1nnc(NC(=O)CCC(=O)NC2CCCCC2)s1
-12.3	0.8	i	0.2	-4.3	-2.4	-1.6	1.1	1.1	-2.7	O=c1ccc(-c2ccc(S(=O)(=O)Nc3cccc(Br)c3)o2)n[nH]1
-2.4	-8.9	i	0.3	-4.0	-1.3	-0.5	-4.8	0.8	0.5	Cc1ccc(C)c(C(=O)COc2ncnc3ccccc23)c1
0.7	-2.0	i	-0.7	1.8	-1.1	2.2	-8.5	0.4	-1.9	COc1ccc2c(C)nc(Nc3nc(C)c(C)c(=O)[nH]3)nc2c1
4.2	·	+	-1.9	7.5	-0.1	0.6	-4.0	0.6	2.8	Cc1ccc([C@@H]2CC(=O)[C@@H]3CN(S(=O)(=O)c4ccc(C)cc4)[C@H](c4ccccc4F)C[C@@H]3N2S(=O)(=O)c2ccc(C)cc2)cc1
-0.2	0.0	i	-0.4	-6.7	5.9	-1.0	1.6	-0.2	1.5	COc1ccc(N2CC(C(=O)Nc3c4c(nn3-c3ccccc3)CS(=O)(=O)C4)CC2=O)cc1 (centres undefined)
-5.6	-11.0	i	-0.9	1.9	2.1	1.0	0.8	0.4	3.5	[O-]/[N+](=C\C=C\c1ccccc1)c1ccccc1
5.3	-2.2	i	-0.2	0.2	2.9	-0.3	-2.4	-2.3	-4.1	COc1ccccc1N1CCN(C(=O)C2C3C=CC4(CN(Cc5ccccc5Cl)C(=O)C24)O3)CC1 (centres undefined)
-1.7	-2.2	i	0.2	-2.1	-1.4	0.4	0.6	0.8	0.7	CC(=O)c1ccc(NS(=O)(=O)c2cccc(C)c2)cc1
-15.5	-1.1	i	-0.4	3.4	2.1	2.4	3.4	0.8	-0.5	CC1CCN(c2ccc(-c3cccc(NC(=O)c4ccco4)c3)nn2)CC1
1.9	-8.3	i	0.2	12.4	0.4	-2.5	-6.5	1.0	2.3	COc1ccc(/C(O)=C2/C(=O)C(=O)N(CCCN3CCOCC3)C2c2ccc(OC)cc2)cc1 (centres undefined)
0.7	-11.9	i	-2.1	-0.8	-1.5	-0.2	0.8	-0.7	-2.5	CN(c1ccccc1C(=O)Nc1cccc(C(F)(F)F)c1)S(C)(=O)=O
-0.9	0.2	i	-0.6	-1.7	4.6	-3.3	5.3	-1.5	2.5	CCC(c1nnnn1C1CCCC1)N1CCN(Cc2ccccc2)CC1 (centres undefined)
5.2	5.0	i	-0.1	-2.0	-2.2	-0.3	3.4	-0.8	-2.6	CN(CC(=O)OCC(=O)c1c(N)n(C)c(=O)n(C)c1=O)S(=O)(=O)c1ccc(Cl)cc1
-1.5	-4.2	i	-0.2	-6.5	-1.0	-0.7	-3.1	0.3	5.6	CCOc1ccccc1NC(=O)NC1(C(=O)N2CCN3CCCC3C2)CCCCC1 (centres undefined)
5.5	5.5	i	-1.3	5.0	-0.7	-1.5	-1.4	-0.1	-1.9	Cc1c(NC(=O)c2cnn3c2NC(c2ccccc2)CC3C(F)(F)F)c(=O)n(-c2ccccc2)n1C (centres undefined)
6.8	-7.6	i	-0.2	-0.6	1.3	0.4	-1.6	1.1	-3.5	Cc1ccc(NC(=O)c2ccc3c(c2)OCO3)cc1S(=O)(=O)N1CCOCC1
1.9	-11.2	i	0.0	2.3	-4.0	-1.2	0.7	-0.1	-3.4	O=C(NC(=S)NCC1CCCO1)c1cccs1 (centres undefined)
-20.9	-4.4	i	-0.1	3.2	-0.6	2.2	-12.4	0.3	-7.1	CC1(OC(=O)C2CCCC2)C(=O)C=C2C=C(c3ccsc3)N(CCc3ccccn3)C=C2C1=O (centres undefined)
0.6	-7.2	i	-0.5	0.3	4.8	0.3	-4.5	-0.8	-3.4	CC(=O)N1CCN(c2ccc(NC(=O)c3ccc(C(C)(C)C)cc3)cc2)CC1
-1.5	-0.3	i	0.6	-3.3	-0.3	0.2	-3.5	-0.3	-1.8	Cc1nnsc1NC(=O)OCc1ccc(C(F)(F)F)cc1
4.4	-1.4	i	-0.6	-2.6	2.2	-3.0	8.2	0.3	1.7	CC(C)Cc1nnc(NC(=O)CCC(=O)Nc2ccc(Cl)cc2)s1
-2.5	-2.7	i	-0.3	-8.3	-3.9	-1.6	-2.8	0.7	-2.4	CC(C)(CNCc1ccccc1)NS(=O)(=O)c1ccccc1
3.5	0.2	i	-0.8	-1.5	-4.3	0.0	0.8	0.0	-0.2	O=C(NC1CC1)C1CC(=O)N(C2CCCCC2)C1 (centres undefined)
1.8	-6.8	i	0.8	-8.0	-3.0	-0.8	1.9	-1.1	3.1	C=CCn1c(=O)c2c(nc3n2CC(C)CN3CCc2ccccc2)n(C)c1=O (centres undefined)
0.0	-5.7	i	-0.3	-1.1	-1.3	-0.6	-0.3	0.8	-3.7	CCc1ccc(NC(=O)CSc2n[nH]c(=O)n2C2CC2)cc1
-1.3	-6.5	i	-0.1	-6.5	2.9	3.0	-9.4	0.1	-8.3	Cc1ccc(S(=O)(=O)NC(C)C(c2cccs2)N2CCN(c3ccccc3)CC2)cc1 (centres undefined)
-6.2	9.8	i	-0.1	4.5	-1.2	-3.0	2.2	-0.6	-3.7	O=C(CCCCCN1C(=O)c2ccccc2C1=O)NCc1ccccn1
5.6	-11.6	i	-0.2	-7.7	1.8	2.7	-2.8	-0.3	-5.3	Cc1nn(-c2ccccc2)nc1C(=O)Nc1ccc2c(c1)OCCO2
24.1	-2.7	i	-1.0	-0.2	1.2	-0.4	-2.0	1.0	0.0	Cc1cccc(NC(=O)CC2C(=O)NCCN2C(=S)Nc2ccccc2)c1 (centres undefined)
0.9	-0.7	i	0.1	0.1	-1.3	6.1	-3.6	2.1	-2.2	CC1=Nc2cc(C(=O)NCCCOC(C)C)ccc2Sc2ccc(C)cc21
-3.2	-3.1	i	0.0	-0.7	0.2	-1.4	2.1	·	1.0	CCn1cc(/C=C(\NC(=O)c2ccccc2F)C(=O)N2CCOCC2)c2ccccc21
-2.0	-12.5	i	1.7	-4.4	3.2	4.7	-1.7	-0.2	-0.1	Cc1onc(-c2ccc(Cl)cc2)c1-c1ccnn1S(=O)(=O)c1cccc(C(F)(F)F)c1
0.6	-7.3	i	0.6	0.6	2.1	-2.1	0.1	2.7	-3.5	O=C(c1ccccc1F)N1CCCC(C(=O)N2CCc3ccccc3C2)C1 (centres undefined)
-22.4	7.9	i	-0.3	4.4	4.3	2.2	0.0	0.2	-0.8	COc1cccc(Oc2cc(NN3CCCCC3)c([N+](=O)[O-])cc2[N+](=O)[O-])c1OC
1.5	-6.8	i	-0.2	4.4	3.3	-0.6	-2.9	-0.3	-2.4	COc1ccc(CNC(=O)COC(=O)c2nc3nc(C)cc(C)n3n2)cc1
-5.4	-12.2	i	1.0	-6.3	3.2	-1.4	-4.7	0.0	3.4	O=C(/C=C/c1ccccc1)NCCSCc1ccccc1Cl
1.3	-7.0	i	-0.6	1.5	2.0	0.5	5.2	-0.4	-2.4	O=C(Cn1nnc(-c2ccc(OCc3ccccc3F)cc2)n1)N1CCOCC1

Limited to CSN inh, NadD inh and STEP inh, for three of the compounds above:
Compound,CSN inh,NadD inh,STEP inh
O=C(NC1CC1)C1CC(=O)N(C2CCCCC2)C1 (centres undefined),-0.2,-1.5,-4.3
C=CCn1c(=O)c2c(nc3n2CC(C)CN3CCc2ccccc2)n(C)c1=O (centres undefined),3.1,-8.0,-3.0
CCc1ccc(NC(=O)CSc2n[nH]c(=O)n2C2CC2)cc1,-3.7,-1.1,-1.3

More entries follow:
SUMO1 PPI mod	Scp1 inh	Rpn11 block	TbMetRS inhib	NadD inh	STEP inh	LMPTP block	DNMT1 inh	MsrA inh	CSN inh	Structure
-0.2	-0.5	i	-1.5	-1.6	-2.0	-1.0	2.1	1.0	1.9	Cc1ccc(S(=O)(=O)NNC(=O)CCC(=O)Nc2ccccc2)cc1
2.0	-2.0	i	-0.4	2.4	-1.8	-1.0	-1.8	-0.1	-11.9	COc1ccc(CC(=O)NNc2ncnc3c2cnn3-c2ccc(C)cc2)cc1OC
-3.0	-10.7	i	0.0	5.0	1.5	-0.2	-0.9	-0.9	-3.7	Cc1ccc(C=NCc2ccncc2)c(O)c1
-27.6	-6.9	i	-0.4	-3.3	-2.6	-0.4	2.9	-0.3	3.5	CC(C)(C)Sc1ccc([N+](=O)[O-])cc1C(=O)Nc1ccncc1
-1.8	-11.0	i	-0.4	-5.0	-2.5	-0.2	4.0	-0.9	-3.5	O=C(/C=C/c1ccccc1)Nc1ccc2c(c1)OCCO2
-3.0	3.4	i	-0.6	1.7	-0.7	-0.9	-2.7	0.0	0.2	CN(Cc1ccco1)C(=O)C1CCN(c2nnc(-n3cccc3)s2)CC1

Screening data as filed in PubChem.
